Jurkat viability: cytotoxic compounds reducing Jurkat cell viability; Jurkat E6.1 viability, ATP luminescence, 48 h; inhibition, % at 4 µM; hit rate 1.2% among 56,000; AID 463;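 active = inhibition above the mean inhibition of all tested compounds plus 3 SD, cut at about 28% in these data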
S1P1 ag pot: S1P1 (human) agonism or agonism potentiation | activation, % at 9.5 µM | hit rate 0.57% among 56,000 | AID 449 | P21453 | S1P1 CRE-bla cells, forskolin, beta-lactamase FRET, potentiator mode; S1P1 agonist co-added at EC20, 2 nM; 100% = saturating reference agonist, 0% = basal;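 active = activation above a cutoff set at the mean activation of all tested compounds plus 3 SD, cut at about 54% in these data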;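 note: forskolin at 4 µM as EC80 and the EC20 agonist is SEW2871; 100% = SEW2871 at its EC100 plus forskolin at EC80; some compounds past the cut are filed as inactive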
HTR1A agonist: 5-HT1a (human) receptor agonism. P08908. CHO 5-HT1a Ga15 NFAT-bla reporter, FRET ratio; 0% basal, 100% maximal reference agonist. activation, % at 10 µM. hit rate 0.56% among 65,000;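 active = activation above the screen-wide mean activation plus 3 SD, cut at about 19% in these data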;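 note: 0% = DMSO wells and 100% = 5-CT at EC100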
S1P3 ag: activates the human S1P3 receptor; Q99500; S1P3 NFAT-BLA reporter cells, agonism, FRET ratio; relative to 1 µM S1P, basal subtracted; activation, % at 4.5 µM; hit rate 0.1% among 60,000; AID 373;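 active = activation above the screen-wide mean plus 3 SD, cut at about 4.5% in these data, passing the limit was not always enough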; note: some compounds called inactive have numbers as strong as hits
Target sequence (Q99500 whole entry, looked up): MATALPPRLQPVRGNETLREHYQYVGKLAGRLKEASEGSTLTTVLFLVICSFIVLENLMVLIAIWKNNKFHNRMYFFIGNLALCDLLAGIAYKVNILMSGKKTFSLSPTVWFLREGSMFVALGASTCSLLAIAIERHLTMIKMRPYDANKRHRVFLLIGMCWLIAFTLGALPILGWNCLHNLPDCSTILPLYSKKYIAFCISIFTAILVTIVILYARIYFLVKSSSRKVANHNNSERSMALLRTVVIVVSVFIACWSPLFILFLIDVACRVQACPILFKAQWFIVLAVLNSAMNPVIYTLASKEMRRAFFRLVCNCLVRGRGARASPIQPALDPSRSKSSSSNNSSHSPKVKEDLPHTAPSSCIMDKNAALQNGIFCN
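material = human S1P3 NFAT-BLA reporter CHO cells | schedule = 4 h compound at 37 °C, 2 h substrate at RT | measured by = fluorescent BLA substrate, ex 405 nm, em 460/535 nm ratio | controls = 1 µM S1P reference | replication = primary once, confirmation triplicate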
5HT1a antag: 5-HT1a (human) receptor antagonism | hit rate 0.68% among 62,000 | P08908 | CHO 5-HT1a Ga15 NFAT-bla reporter, antagonist mode | inhibition, % at 10 µM;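 active = inhibition above the mean of all tested compounds plus 3 SD, cut at about 43% in these data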;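 note: receptor stimulated by 5-CT agonist at 100 nM near EC80; beta-lactamase reporter measured by ratiometric fluorescence of a cleavable substrate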
5HT1E antag: antagonists of human 5-HT1E serotonin receptor; P28566; CHO 5-HT1E Ga15 NFAT-bla reporter, FRET, antagonist; inhibition, % at 6 µM; hit rate 0.99% among 65,000;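 active = inhibition above a set limit, the mean inhibition across every tested compound plus 3 SD, cut at about 29% in these data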;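 note: signal is the 460 over 535 nm emission ratio of beta-lactamase substrate; 0% = agonist plus DMSO wells and 100% = wells without agonist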
Target sequence (P28566 whole entry, looked up): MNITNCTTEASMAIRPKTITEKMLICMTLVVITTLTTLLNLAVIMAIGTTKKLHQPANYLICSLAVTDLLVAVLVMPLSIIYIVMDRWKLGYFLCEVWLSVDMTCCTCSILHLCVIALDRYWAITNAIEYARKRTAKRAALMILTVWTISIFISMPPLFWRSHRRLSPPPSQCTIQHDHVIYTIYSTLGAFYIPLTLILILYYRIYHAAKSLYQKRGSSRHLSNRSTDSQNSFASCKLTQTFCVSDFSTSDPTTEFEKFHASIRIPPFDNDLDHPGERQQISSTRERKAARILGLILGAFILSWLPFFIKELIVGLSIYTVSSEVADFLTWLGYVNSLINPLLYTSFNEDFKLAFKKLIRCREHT
5HT1E ag: agonists of human 5-HT1E serotonin receptor; CHO 5-HT1E Ga15 NFAT-bla reporter, FRET; 0% DMSO wells, 100% control agonist wells; activation, % at 6 µM; hit rate 0.69% among 65,000; AID 574;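 active = activation above a set limit, the screen-wide mean activation plus 3 SD, cut at about 8.5% in these data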;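 note: 100% = positive control agonist at 1 µM giving full maximal response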
D1 allo mod: allosterically modulates the human D1 dopamine receptor; P21728; HEK293 D1, CRE-luciferase, dopamine EC30 potentiation; actives deviate in either direction; B-score at 10 µM; hit rate 5.9% among 58,000;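 active = luminescence count or its row- and column-corrected plate score outside the 99.7% band of the plate's sample wells, on either side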
HEK293 NFkB inh: lowers PMA/ionomycin-induced NF-kB signal in HEK293 cells; hit rate 0.21% among 62,000; HEK-293 NF-kB luciferase reporter, luminescence; AID 465; inhibition, % at 3 µM;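 active = inhibition above the mean of all tested compounds plus 3 SD, cut at about 40% in these data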;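 note: 0% = stimulated DMSO wells and 100% = 10 µM reference inhibitor 5653914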
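Material: HEK-293 cells with stable firefly luciferase reporter driven by four HIV NF-kB elements / Also added: PMA plus ionomycin mix as NF-kB-activating stimulus / Compound dosing: 3 µM once, 0.30% DMSO / Times: 1 h pretreatment, 16 h stimulation, 37 °C / Signal: luminescence / Evaluation: per-plate % inhibition versus controls / Benchmarks: DMSO and 10 µM reference inhibitor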
An asterisk follows results filed as active; / = not tested or not shown.

SMILES	Jurkat viability	S1P1 ag pot	HTR1A agonist	S1P3 ag	5HT1a antag	5HT1E antag	5HT1E ag	D1 allo mod	HEK293 NFkB inh
Cc1ccc2[nH]c(=O)c(CN(Cc3ccco3)C(=O)c3ccncc3)cc2c1	40*	17	-5.7	-0.6	5	13	-0.3	0.39	7
COc1ccc(C(C)=O)cc1COC(=O)Cn1cnc2ccccc2c1=O	-4	-11	-2.5	0.7	-3	11	1.1	0.66	-2
COc1ccc2nc(C)c3cc(C)oc3c2c1	0	/	1.4	-0.4	-9	4	-1.0	-0.48	6
Cc1cc(-c2nnc3n2CCCCC3)c(C)n1-c1ccccc1	15	8	1.3	-0.4	12	27	-1.0	-1.2	0
CCC(C)n1c(SC(C)C#N)nc2ccccc2c1=O (stereo not drawn)	8	-13	-0.7	1.7	15	10	0.5	-4.8*	18
Cc1ccc(NS(=O)(=O)c2ccc(NC(=O)c3ccc(Br)o3)cc2)c(C)c1	-1	23	2.8	-0.2	13	0	0.4	/	15
COc1ccccc1CN(C)C(=O)C1COc2ccccc2O1 (stereo not drawn)	-1	16	-0.8	0.4	0	-5	-0.3	0.3	8
Cc1cccc(N2CC(C(=O)O)CC2=O)c1 (stereo not drawn)	-2	/	-1.6	-0.2	-1	2	-0.8	0.18	-14
N#CC1=C(SCC(=O)NC23CC4CC(CC(C4)C2)C3)NC(=O)C(C#N)C12CCCCC2 (stereo not drawn)	3	/	-0.7	-0.4	7	1	-0.5	-0.44	-3
Cc1noc(C)c1CSc1nc2ccccc2s1	3	-7	0.4	-0.1	0	-6	-0.5	0.096	7
COC(=O)C1=C(C)N(c2ccc(F)c(Cl)c2)C(=O)C1	-2	/	-0.2	0.4	8	-1	-0.6	-0.55	-1
Cn1c(=O)c2c(ncn2CC(=O)N2CCN(c3cccc(Cl)c3)CC2)n(C)c1=O	2	-5	-0.1	-0.8	4	4	-0.2	0.53	14
COCCNC(=O)Cn1cnc2sc(C)c(S(=O)(=O)N3CCC(C)CC3)c2c1=O	/	/	-0.2	/	2	-7	-0.4	-0.13	12
COCCCn1c(=N)c(C(=O)NCC2CCCO2)cc2c(=O)n3ccccc3nc21 (stereo not drawn)	-6	-25	21*	2.0	-19	-3	6.1	-0.43	6
CCN(C1CCS(=O)(=O)C1)S(=O)(=O)c1cccs1 (stereo not drawn)	-1	-5	-3.1	-0.6	8	5	0.0	-0.22	8
O=C(CC(c1ccc(F)cc1)c1ccco1)N1CCCC1 (stereo not drawn)	/	-6	-0.7	-4.8	/	-5	0.1	/	/
O=C(Cn1c(=O)oc2cc(S(=O)(=O)N3CCCC3)ccc21)NCc1ccccn1	11	-26	-2.0	-0.9	-6	3	0.8	-1.6	-1
CCOc1ccc2nc(N3CCOCC3)nc(C)c2c1	-6	/	5.8	0.7	-16	-5	2.2	-0.17	-26
CN1CCN(c2ccc(NC(=O)COc3ccc(Cl)cc3Cl)cc2)CC1	0	-9	-1.3	-0.1	-1	-5	-0.7	-5.3*	18
CCOC(=O)N1CCN(C(=O)CSc2nnc(Cc3ccccc3)o2)CC1	-5	-8	1.9	-0.1	-9	0	0.6	-0.95	22
Cc1ccc(-c2nnn(CC(=O)NCc3ccccc3)n2)c(-n2cnnn2)c1	-5	-5	0.1	0.9	-29	-3	0.7	-0.24	4
COc1ccc(S(=O)(=O)Cc2ccc(C(=O)NCc3cccs3)o2)cc1	8	10	-0.2	-0.8	-5	26	-0.4	-0.86	0
CC(=O)N1CCC(Nc2ccc(C)cc2)CC1	-6	-26	-1.8	-1.0	13	-4	-0.1	-0.00092	2
CCNc1nc(NCC)n2c(SCc3ccc(F)cc3)nnc2n1	3	10	-1.1	-1.8	7	10	-0.3	/	11
CCN1C(=S)SC(=O)C1=C1C=C(C)OC(C)=C1	/	/	-0.8	/	-5	-11	-0.2	1.2	9
CC(=O)Oc1cc2c(C(=O)NCc3ccncc3)c(C)oc2c2ccccc12	-2	-7	-0.8	0.3	17	3	0.2	-0.94	6
O=C(N1CCOCC1)N(Cc1ccco1)CC1CCCO1 (stereo not drawn)	3	-24	-1.0	-1.1	-8	-7	0.9	0.069	9
Cc1ccc(-c2cc(C(=O)NCc3ccco3)no2)cc1	-4	22	-0.9	-1.0	9	0	0.2	-0.58	-27
COC(=O)C(C)Sc1nc2c(cnn2-c2ccccc2)c(=O)[nH]1 (stereo not drawn)	1	-18	0.3	-0.6	-4	-4	0.5	/	-2
O=C(C1=C(O)C(=O)N(CCN2CCOCC2)C1c1ccncc1)c1ccco1 (stereo not drawn)	-1	-34	-2.9	-0.4	-5	-1	-0.3	0.69	2
Nc1nonc1-n1nnc(C(=O)c2ccccc2)c1-c1ccccc1	-1	22	-0.8	0.0	8	22	-2.0	4.3*	7
CC12CCC(C(=O)Nc3cccc(NC(=O)C45CCC(C)(C(=O)O4)C5(C)C)n3)(OC1=O)C2(C)C	-6	/	-1.3	-0.8	7	9	0.5	2.1	13
CC1(C(=O)CSc2ncn[nH]2)CCC(=O)O1 (stereo not drawn)	/	7	1.8	-3.2	/	-9	-0.8	-0.35	/
Cc1cc(C)n(-c2nc3c(c(=O)[nH]c(=O)n3C)n2Cc2ccc(F)cc2)n1	-1	-12	1.8	-1.6	-3	5	2.1	0.35	9
O=S(=O)(NCc1ccncc1)c1ccc(S(=O)(=O)NCC2CCCO2)cc1 (stereo not drawn)	6	5	1.5	0.3	-17	-7	0.7	0.016	16
COc1ccc(NC(=O)N(Cc2ccc(C)cc2)Cc2ccccn2)c(OC)c1	3	-13	-0.6	-0.5	2	-4	0.8	/	-2
Cc1sc2ncnc(-n3cnc4ccccc43)c2c1C	4	14	-4.6	-0.8	8	6	0.1	0.086	14
CCN(CC)c1ccc(-c2nc3cnccc3n2C)cc1	13	10	-1.8	-1.3	-7	9	0.6	-0.8	-16
CCOc1ccc(N(CC(=O)Nc2ccccc2)S(C)(=O)=O)cc1	-5	-18	-1.4	-0.2	2	-2	-0.2	0.19	-7
Clc1ccccc1OCc1nnc(-c2ccccc2Br)o1	-1	-5	-1.7	-0.7	10	2	0.5	0.21	-23
Clc1ccc(Cn2ncc3c(NCc4cccnc4)ncnc32)cc1	14	13	-0.6	-0.3	3	2	0.3	-2.9*	20
CN1CCc2c(sc3c2C(=O)NC(c2cccs2)N3)C1 (stereo not drawn)	-7	-8	-0.5	-0.4	-13	-15	1.8	-1.4	-14
Cn1c(=O)c2c(nc(NCc3ccco3)n2CCc2ccccc2)n(C)c1=O	/	-10	0.8	-5.3	/	4	-1.1	/	/
CC1CCCCC1NC(=O)Cn1[nH]c(=O)c2ccccc2c1=O (stereo not drawn)	1	-14	-2.1	0.0	-7	-4	-1.0	-0.12	8
O=c1[nH]c(-c2ccccc2)c(-c2ccccc2)[nH]1	-16	-27	0.2	0.9	-6	-3	0.1	-0.35	12
O=C(O)CCC(=O)Nc1ccc(S(=O)(=O)Nc2nccs2)cc1	/	-7	-1.3	-2.1	/	4	-0.5	0.4	/
Cc1cc(C)n(-c2ccc3cccc(NS(C)(=O)=O)c3n2)n1	3	13	-3.2	-1.1	13	11	-1.4	0.35	36
COc1cccc(NC(=O)CN(c2cccc(F)c2)S(C)(=O)=O)c1	6	14	-2.5	-0.9	2	3	-0.7	0.3	16
Cc1cccc(OCC(=O)Nc2ccc(N3CCN(S(C)(=O)=O)CC3)cc2)c1C	-3	-2	-0.4	-0.4	0	-2	0.2	-0.38	0
CCOc1cc(C(=O)Nc2ccccc2N2CCN(S(C)(=O)=O)CC2)cc(OCC)c1OCC	5	11	-0.9	-1.3	-10	3	0.2	-0.19	3
O=C(COC(=O)c1ccccn1)Nc1ncc(C(F)(F)F)cc1Cl	/	/	-0.6	/	-1	-5	1.3	/	17
Cc1ccc(CCN2C(=O)CCC2(C)C(=O)NC2CCCC2)cc1 (stereo not drawn)	5	8	-2.7	-0.7	6	12	0.4	-0.41	16
COc1ccc(C(CC(=O)O)NC(=O)OC(C)(C)C)cc1 (stereo not drawn)	/	-6	-1.1	-0.1	/	-12	0.1	/	/
CCc1ccc(NC(=O)CS(=O)CC(=O)NCC2OCCc3ccccc32)cc1 (stereo not drawn)	1	10	-2.3	-1.1	0	-5	-1.5	0.64	10
COc1ccc(C(=O)Nc2cccc(C(C)=O)c2)cc1OC	10	-22	2.6	-1.6	6	21	-0.5	/	-5
O=P(O)(O)c1ccccc1OCCCCCOc1ccccc1P(=O)(O)O	-12	3	-0.5	0.6	-1	-1	0.8	0.45	17
COc1cc2cc(C(c3nnnn3C3CCCC3)N3CCCCCC3)c(=O)[nH]c2cc1OC (stereo not drawn)	-3	-5	-1.0	-0.7	-10	-3	-0.5	-0.85	7
CCC(=O)N1CCN(c2ccccc2NC(=O)COc2ccccc2Cl)CC1	8	8	-1.6	-1.0	27	16	0.3	0.5	12
O=C(NCCCN1CCCC1)C1CCN(C(=O)c2cc3sccc3n2Cc2ccc(F)cc2)CC1	-3	1	1.2	-0.9	9	-9	-0.6	0.45	9

Nothing new here: ten of the compounds above.
SMILES	Jurkat viability	S1P1 ag pot	HTR1A agonist	S1P3 ag	5HT1a antag	5HT1E antag	5HT1E ag	D1 allo mod	HEK293 NFkB inh
Cc1cc(C)n(-c2ccc3cccc(NS(C)(=O)=O)c3n2)n1	3	13	-3.2	-1.1	13	11	-1.4	0.35	36
COc1cccc(NC(=O)CN(c2cccc(F)c2)S(C)(=O)=O)c1	6	14	-2.5	-0.9	2	3	-0.7	0.3	16
Cc1cccc(OCC(=O)Nc2ccc(N3CCN(S(C)(=O)=O)CC3)cc2)c1C	-3	-2	-0.4	-0.4	0	-2	0.2	-0.38	0
CCOc1cc(C(=O)Nc2ccccc2N2CCN(S(C)(=O)=O)CC2)cc(OCC)c1OCC	5	11	-0.9	-1.3	-10	3	0.2	-0.19	3
O=C(COC(=O)c1ccccn1)Nc1ncc(C(F)(F)F)cc1Cl	/	/	-0.6	/	-1	-5	1.3	/	17
Cc1ccc(CCN2C(=O)CCC2(C)C(=O)NC2CCCC2)cc1 (stereo not drawn)	5	8	-2.7	-0.7	6	12	0.4	-0.41	16
COc1ccc(C(CC(=O)O)NC(=O)OC(C)(C)C)cc1 (stereo not drawn)	/	-6	-1.1	-0.1	/	-12	0.1	/	/
CCc1ccc(NC(=O)CS(=O)CC(=O)NCC2OCCc3ccccc32)cc1 (stereo not drawn)	1	10	-2.3	-1.1	0	-5	-1.5	0.64	10
COc1ccc(C(=O)Nc2cccc(C(C)=O)c2)cc1OC	10	-22	2.6	-1.6	6	21	-0.5	/	-5
O=P(O)(O)c1ccccc1OCCCCCOc1ccccc1P(=O)(O)O	-12	3	-0.5	0.6	-1	-1	0.8	0.45	17

Bioassay records deposited in PubChem BioAssay by several laboratories.
